CCT chaperon mod: changes cytosolic chaperonin activity; purified chaperonin ATPase assay, HTRF ADP detection, 30 min; AID 651819; activity change, % (test concentration not listed), hits read low; actives 0.3% (n = 360,000); in the data active = activity change below about -30%; note: % is set by controls: 0 for no effect and ±100 for the full control effect
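Enzyme 40 or 20 nM (batch-dependent) in Tris pH 7.4/KCl/MgCl2/DTT; cpd 76 uM single point; ATP 10 uM; 30 min 37 °C; Transcreener ADP HTRF detection, 30 min RT; ratio 665/615.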
PTHR1 agonist: activates the human parathyroid hormone receptor PTHR1; Q03431; HEK293 GP2 PTHR1 cells, GloSensor cAMP luminescence, 1 h; Potency, µM (top dose mostly 115 µM), for inactives: at the top dose activation, most hits filed as activators; actives 0.075% (n = 410,000); AID 743266; note: potency is the fitted concentration of half-maximal effect; nearly all actives have a fitted effect of over 55% in size; some results filed as inactive show a strong effect at the top dose; inactives centre near -15; many of its hits are not listed in these tables
Target sequence (Q03431 whole entry, looked up): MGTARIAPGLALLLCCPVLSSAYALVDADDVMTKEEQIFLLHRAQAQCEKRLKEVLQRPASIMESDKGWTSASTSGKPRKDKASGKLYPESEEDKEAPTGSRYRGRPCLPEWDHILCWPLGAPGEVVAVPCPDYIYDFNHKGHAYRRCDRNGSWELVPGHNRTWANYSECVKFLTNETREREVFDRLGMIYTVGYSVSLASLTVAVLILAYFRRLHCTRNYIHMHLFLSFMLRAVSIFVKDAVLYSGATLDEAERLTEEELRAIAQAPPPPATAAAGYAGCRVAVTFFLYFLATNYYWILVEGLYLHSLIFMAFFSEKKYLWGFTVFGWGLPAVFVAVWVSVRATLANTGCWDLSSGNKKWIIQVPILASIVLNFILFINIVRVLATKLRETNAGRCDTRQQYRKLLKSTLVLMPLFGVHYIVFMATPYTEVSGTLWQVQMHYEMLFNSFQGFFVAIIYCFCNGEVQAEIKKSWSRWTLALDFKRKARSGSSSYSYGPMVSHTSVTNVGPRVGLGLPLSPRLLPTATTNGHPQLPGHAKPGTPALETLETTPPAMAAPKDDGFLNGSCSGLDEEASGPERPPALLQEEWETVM
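HEK-293-derived GP2 cells expressing PTHR1 and a GloSensor cAMP reporter, 3,000/well, plated overnight, given luciferin plus IBMX (each 0.5 mM as added) for 1 h at 37 °C, then compound for 1 h at 37 °C. Luminescence was read after 15 min at room temperature.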
EPAC2 ag: EPAC2 (human) agonism; EPAC2 activation, biochemical qHTS; response scale: 100% = 6.5 mM cAMP response; Q8WZA2; Potency, µM (top dose mostly 154 µM), without a hit: at the top dose activation, hits mostly activators; actives 0.079% (n = 360,000); note: potency is the fitted concentration of half-maximal effect; nearly all actives have a fitted effect of over 50% in size
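Nucleotide exchange monitored as fluorescence drop when BODIPY-GDP leaves Rap1B. Reaction: 100 nM EPAC2, 250 nM RAP1B-BODIPY-GDP, 50 uM GDP, room temperature, kinetic read over 30 min. Activity expressed relative to 6.5 mM cAMP.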
EPAC2 antag: blocks human EPAC2 exchange factor. Q8WZA2. actives 0.18% (n = 360,000). AID 720708. EPAC2 GEF exchange of Rap1B-BODIPY-GDP, fluorescence. Potency, µM (top dose mostly 114 µM), for the others: at the top dose activity, negative = inhibition, most hits filed as inhibitors; note: potency is the fitted concentration of half-maximal effect; % is set by controls: 0 for no effect and ±100 for the full control effect; nearly all actives have a fitted effect of over 45% in size; many of its hits are not listed in these tables
D3 ag: D3 dopamine receptor (human) agonism; D3R DiscoveRx beta-arrestin cells, luminescence, 90 min; max activation, %; actives 0.58% (n = 410,000); in the data active = max activation above about 30%; note: 0% is about no effect; mostly tested at two doses, the higher about 12 µM
Target sequence (P35462 whole entry, looked up): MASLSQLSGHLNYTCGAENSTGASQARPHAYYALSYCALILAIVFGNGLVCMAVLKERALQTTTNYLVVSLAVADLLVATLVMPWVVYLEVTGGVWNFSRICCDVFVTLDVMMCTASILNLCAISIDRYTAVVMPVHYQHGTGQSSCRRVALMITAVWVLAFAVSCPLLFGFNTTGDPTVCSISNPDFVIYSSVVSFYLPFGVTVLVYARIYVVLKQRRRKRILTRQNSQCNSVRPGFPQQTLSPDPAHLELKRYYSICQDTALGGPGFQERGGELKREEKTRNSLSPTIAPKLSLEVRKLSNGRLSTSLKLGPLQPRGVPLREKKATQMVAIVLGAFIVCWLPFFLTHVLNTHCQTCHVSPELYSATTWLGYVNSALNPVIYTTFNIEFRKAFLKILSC
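Agonist mode: compounds and dopamine controls were applied to plated cells for 90 min at 37 degrees C after an overnight attachment at 1500 cells/well. Luminescent read-out followed 30 - 60 minutes at room temperature with DiscoveRx detection reagent.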
Akt phos inh: blocks phosphorylation of Akt | AID 651550 | activity change, % for hits at 50 µM | actives 0.32% (n = 360,000) | Neuro2A IGF-stimulated pAkt S473 HTRF, 20 min; stronger effect = lower value; in the data active = activity change below about -80%; inconclusive = mostly about -51% to -80%; note: % is set by controls: 0 for no effect and ±100 for the full control effect
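Neuro2A cells (4,500/well, DMEM with 0.5% FBS) were treated with compound at a single 50 µM final concentration, stimulated with 6 nM IGF for 20 min at 37 °C, and lysed. Phospho-Akt Ser473 was read by HTRF as 665/615 ratio ×10^4.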
D3 antag: blocks the human D3 dopamine receptor | P35462 | D3R cells, DiscoveRx beta-arrestin luminescence, antagonist mode; stronger effect = lower value | max response, negative = inhibition, % | actives 2.5% (n = 360,000); in the data active = max response below about -50%; inconclusive = no clear call, values can overlap the other calls; note: % is set by controls: 0 for no effect and ±100 for the full control effect; mostly tested at two doses, the higher about 12 µM
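Cells plated overnight at 1500 cells/well, then exposed to library compounds with dopamine controls for 90 minutes at 37 degrees C. DiscoveRx reagent added for 30–60 minutes at room temperature; luminescence read, quantitative HTS format.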
Mm-Cpn inhibitor: M. maripaludis TRiC chaperonin inhibition. purified Mm-Cpn ATPase, ADP Transcreener TR-FRET. Potency, µM (titrated, usually from 76.9 µM), without a hit: at the top dose activity, negative = inhibition, usual class: inhibitors. actives 0.031% (n = 330,000). AID 504842; note: potency is the fitted concentration of half-maximal effect; % is set by controls: 0 for no effect and ±100 for the full control effect; nearly all actives have a fitted effect of over 80% in size
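Purified archaeal chaperonin (25 nM final) was preincubated with compound for 10 min at 37°C, then ATP (10 uM final) was added for 30 min at 37°C in Tris pH 7.4/KCl/MgCl2/DTT buffer. ADP was quantified by HTRF Transcreener TR-FRET.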
The depositor's hits bear a star; [ ] = dose if it differs, or a comment. Unless noted, calls come from the whole dose curve; as a rule, active = well fitted curve in the direction sought with a large enough effect; inconclusive = small, poorly fitted or top-dose-only effect, or another doubt; inactive = no such curve, though single readings can be large; an effect the other way counts as inactive or inconclusive. The list is partial; rates above refer to the full screens.

How did Cc1ccc(Cn2ncc3c(N4CCN(CC#N)CC4)ncnc32)cc1 do in these assays?
CCT chaperon mod: 1.5; PTHR1 agonist: inconclusive; EPAC2 ag: 2%; EPAC2 antag: -16%; D3 ag: 4; Akt phos inh: inactive; D3 antag: 16; Mm-Cpn inhibitor: 1%

How did C/C(=N\O)C(=O)NCCN(C)C do in these assays?
CCT chaperon mod: -1.8; PTHR1 agonist: inactive; EPAC2 ag: -10%; EPAC2 antag: 7%; D3 ag: 7; Akt phos inh: inactive; D3 antag: 2; Mm-Cpn inhibitor: 0%

Results for Cc1ccc(NS(=O)(=O)c2ccc3c(c2)C(=O)c2ccccc2C3=O)c(C)c1 ?
CCT chaperon mod: -1.0; PTHR1 agonist: -20%; EPAC2 ag: 4%; EPAC2 antag: 0%; D3 ag: 4; Akt phos inh: inactive; D3 antag: 1; Mm-Cpn inhibitor: 1%

What do the screens show for `CCCCOc1ccc(C2/C(=C(/O)c3ccc4c(c3)CC(C)O4)C(=O)C(=O)N2CCCN2CCOCC2)cc1OC` (configuration not stated)?
CCT chaperon mod: -1.2; PTHR1 agonist: -17%; EPAC2 ag: -12%; EPAC2 antag: -6%; D3 ag: 4; Akt phos inh: inactive; D3 antag: 5; Mm-Cpn inhibitor: 0%

What do the screens show for `Cc1cc(Br)ccc1SCC(=O)OCC(=O)Nc1ncc(C(F)(F)F)cc1Cl`?
CCT chaperon mod: -0.2; PTHR1 agonist: inactive; EPAC2 ag: 2%; EPAC2 antag: -6%; D3 ag: 5; Akt phos inh: inactive; D3 antag: 6; Mm-Cpn inhibitor: 0%

What do the screens show for `O=C(CN(Cc1ccccc1Cl)C(=O)c1ccc(CN2CCOCC2)o1)NCc1ccccc1`?
CCT chaperon mod: 0.8; PTHR1 agonist: -4%; EPAC2 ag: 10%; EPAC2 antag: 2%; D3 ag: 3; Akt phos inh: inactive; D3 antag: 14; Mm-Cpn inhibitor: 1%

How did CSCCC(NC(=O)c1ccco1)C(=O)N1CCCCCCC1 (configuration not stated) do in these assays?
CCT chaperon mod: -5.1; PTHR1 agonist: inactive; EPAC2 ag: 2%; EPAC2 antag: 5%; D3 ag: 0; Akt phos inh: inactive; D3 antag: -14; Mm-Cpn inhibitor: -4%

How did CCCCNc1nccnc1-c1cccc(C=O)c1 do in these assays?
CCT chaperon mod: -1.9; PTHR1 agonist: inactive; EPAC2 ag: -8%; EPAC2 antag: 13%; D3 ag: 2; Akt phos inh: inactive; D3 antag: -5

What do the screens show for `CC(=O)Oc1ccc2c(=O)c(Oc3ccccc3)coc2c1OC(C)=O`?
CCT chaperon mod: -2.2; PTHR1 agonist: -70%[inhibitor]; EPAC2 ag: 4%; EPAC2 antag: -4%; D3 ag: -7; Akt phos inh: inactive; D3 antag: 18; Mm-Cpn inhibitor: 1%

How did O=S(=O)(NCCCN1CCOCC1)c1ccc2ccccc2c1 do in these assays?
CCT chaperon mod: -2.7; PTHR1 agonist: inactive; EPAC2 ag: 6%; EPAC2 antag: 5%; D3 ag: -8; Akt phos inh: inactive; D3 antag: -18; Mm-Cpn inhibitor: -4%

Results for CC(C)CCOc1cccc(OCC(=O)O)c1 ?
CCT chaperon mod: -0.4; PTHR1 agonist: inactive; EPAC2 ag: -2%; EPAC2 antag: 1%; D3 ag: 8; Akt phos inh: inactive; D3 antag: 9; Mm-Cpn inhibitor: 2%

What do the screens show for `C#Cc1ccc([C@@H]2C=C(C(=O)N3CCOCC3)O[C@H](OCc3ccc(CO)cc3)C2)cc1`?
CCT chaperon mod: 0.2; PTHR1 agonist: inactive; EPAC2 ag: 3%; EPAC2 antag: -4%; D3 ag: 15; Akt phos inh: inactive; D3 antag: -26

What do the screens show for `N#CCSc1n[nH]c2nc3c(c(=O)n12)C1(CCCC1)Cc1ccccc1-3`?
CCT chaperon mod: -3.3; PTHR1 agonist: -13%[57.5 µM]; EPAC2 ag: -6%; EPAC2 antag: 5%; D3 ag: 2; Akt phos inh: inactive; D3 antag: -21; Mm-Cpn inhibitor: 3%

How did C/C(=N\Nc1cccc(Cl)c1)c1ccc(-n2ccnc2)cc1 do in these assays?
CCT chaperon mod: -0.1; PTHR1 agonist: inactive; EPAC2 ag: 7%; EPAC2 antag: 6%; D3 ag: 1; Akt phos inh: inactive; D3 antag: -19; Mm-Cpn inhibitor: -1%

Results for COc1ccc(C2CC(=O)Oc3c(C(CCN4CCN(c5ccccc5)CC4)c4ccc(N(C)C)cc4)c(OC)cc(OC)c32)cc1 (configuration not stated) ?
CCT chaperon mod: 1.6; PTHR1 agonist: -11%; EPAC2 ag: 6%; EPAC2 antag: -3%; D3 ag: -47; Akt phos inh: inactive; D3 antag: -84*; Mm-Cpn inhibitor: -1%

What do the screens show for `CC(CN(C)Cc1ccccc1)OC(=O)c1ccc2c(c1)OCCO2` (configuration not stated)?
CCT chaperon mod: 0.0; PTHR1 agonist: inactive; EPAC2 ag: 19%; EPAC2 antag: -1%; D3 ag: 0; Akt phos inh: inactive; D3 antag: -77*; Mm-Cpn inhibitor: -3%

Results for CC(C)CNC(=O)COC(=O)c1cc(S(=O)(=O)N2CCCCC2)ccc1N1CCOCC1 ?
CCT chaperon mod: -1.7; PTHR1 agonist: inactive; EPAC2 ag: 12%; EPAC2 antag: -3%; D3 ag: 1; Akt phos inh: inactive; D3 antag: 0; Mm-Cpn inhibitor: 2%

How did COc1ccccc1CCC(=O)OCC(=O)c1c(N)n(CC(C)C)c(=O)n(C)c1=O do in these assays?
CCT chaperon mod: 2.8; PTHR1 agonist: -38%[inhibitor]; EPAC2 ag: 5%; EPAC2 antag: -6%; D3 ag: 31*; Akt phos inh: inactive; D3 antag: 7; Mm-Cpn inhibitor: 0%

How did FC(F)(F)c1cccc(N2CCc3cn[nH]c32)c1 do in these assays?
CCT chaperon mod: 2.0; PTHR1 agonist: -24%[57.5 µM]; EPAC2 ag: 0%; EPAC2 antag: -2%; D3 ag: -1; Akt phos inh: inactive; D3 antag: 51; Mm-Cpn inhibitor: 0%

Results for CC1(C(=O)NS(=O)(=O)c2cccc(OC(F)F)c2)CCN1C(=O)c1ccccc1CCc1ccccc1 (configuration not stated) ?
CCT chaperon mod: 1.5; PTHR1 agonist: inactive; EPAC2 ag: 4%; EPAC2 antag: -7%; D3 ag: -9; Akt phos inh: inactive; D3 antag: -14

What do the screens show for `Cc1ccc(NC(=O)CSc2nc3ccccc3c(=O)[nH]2)cc1[N+](=O)[O-]`?
CCT chaperon mod: -1.0; PTHR1 agonist: -26%; EPAC2 ag: -4%; EPAC2 antag: -3%; D3 ag: 6; Akt phos inh: inactive; D3 antag: 11; Mm-Cpn inhibitor: 2%

Results for CCOC(=O)C1=C(C)N(C[C@@H]2CC[C@@H](Cc3ccc(-c4ccccc4)cc3)O2)C(=O)NC1c1ccc(-c2ccccc2)cc1 (some centres not stated) ?
CCT chaperon mod: -0.2; PTHR1 agonist: -1%; EPAC2 ag: 8%; EPAC2 antag: 4%; D3 ag: -1; Akt phos inh: inactive; D3 antag: 21; Mm-Cpn inhibitor: 0%

How did O=C(Cn1c(-c2ccco2)nc2ccccc21)N1CCCCC1 do in these assays?
CCT chaperon mod: 0.3; PTHR1 agonist: -24%; EPAC2 ag: -1%; EPAC2 antag: 0%; D3 ag: 2; Akt phos inh: inactive; D3 antag: 3; Mm-Cpn inhibitor: -5%

Results for COc1ccc(/C=C/C(=O)c2cc(F)ccc2OC(=O)c2ccccc2)cc1OC ?
CCT chaperon mod: -0.6; PTHR1 agonist: -19%; EPAC2 ag: 10%; EPAC2 antag: 0%; D3 ag: -5; Akt phos inh: inactive; D3 antag: -21

What do the screens show for `CC(=O)N1CCc2cc(S(=O)(=O)CCC(=O)Nc3c(C)n(C)n(-c4ccccc4)c3=O)ccc21`?
CCT chaperon mod: 0.1; PTHR1 agonist: inactive; EPAC2 ag: -2%; EPAC2 antag: 1%; D3 ag: 0; Akt phos inh: inactive; D3 antag: -10; Mm-Cpn inhibitor: -1%

What do the screens show for `COc1ccc(C2=NC(CO)(CO)CO2)cc1`?
CCT chaperon mod: 2.4; PTHR1 agonist: -2%; EPAC2 ag: -2%; EPAC2 antag: 4%; D3 ag: -5; Akt phos inh: inactive; D3 antag: 8; Mm-Cpn inhibitor: 1%

How did O=C(CN(C(=O)c1ccc(Cl)cc1)C1CCCCC1)Nc1ccc(Cl)c([N+](=O)[O-])c1 do in these assays?
CCT chaperon mod: -0.8; PTHR1 agonist: inactive; EPAC2 ag: -3%; EPAC2 antag: 1%; D3 ag: -3; Akt phos inh: inactive; D3 antag: -18; Mm-Cpn inhibitor: 2%

Results for COc1c2c(cc3c1C(CC(O)Cc1ccccc1)N(C)CC3)OCO2 (configuration not stated) ?
CCT chaperon mod: -0.4; PTHR1 agonist: inactive; EPAC2 ag: 17%; EPAC2 antag: -16%; D3 ag: -33; Akt phos inh: inactive; D3 antag: -24; Mm-Cpn inhibitor: 0%

Results for O=C(OCC(=O)N1CCc2ccccc21)C1=COCCO1 ?
CCT chaperon mod: -1.2; PTHR1 agonist: -25%[57.5 µM]; EPAC2 ag: 7%; EPAC2 antag: -17%; D3 ag: -3; Akt phos inh: inactive; D3 antag: -6; Mm-Cpn inhibitor: 0%

Results for Cn1c(Cn2c(=O)sc3ccccc32)nnc1SCC(=O)NCc1ccco1 ?
CCT chaperon mod: -0.8; PTHR1 agonist: inactive; EPAC2 ag: 7%; EPAC2 antag: 6%; D3 ag: 0; Akt phos inh: inactive; D3 antag: -14; Mm-Cpn inhibitor: 3%

Results for Cc1ccc(CN2CCN(CC(C)C)C(CCO)C2)s1 (configuration not stated) ?
CCT chaperon mod: -1.9; PTHR1 agonist: inactive; EPAC2 ag: -5%; EPAC2 antag: 18%; D3 ag: -4; Akt phos inh: inactive; D3 antag: 8; Mm-Cpn inhibitor: -1%

Fetched one by one from above:
How did O=C(CN(C(=O)c1ccc(Cl)cc1)C1CCCCC1)Nc1ccc(Cl)c([N+](=O)[O-])c1 do in these assays?
CCT chaperon mod: -0.8; PTHR1 agonist: inactive; EPAC2 ag: -3%; EPAC2 antag: 1%; D3 ag: -3; Akt phos inh: inactive; D3 antag: -18; Mm-Cpn inhibitor: 2%

How did O=C(Cn1c(-c2ccco2)nc2ccccc21)N1CCCCC1 do in these assays?
CCT chaperon mod: 0.3; PTHR1 agonist: -24%; EPAC2 ag: -1%; EPAC2 antag: 0%; D3 ag: 2; Akt phos inh: inactive; D3 antag: 3; Mm-Cpn inhibitor: -5%

Screening data (PubChem)
